H1N1 NS1A inhibition = H1N1 influenza NS1A inhibitors, functional cell based assay (AID 504329); NS1A functional cell-based assay, percent inhibition; higher % means a stronger effect; one-dose inhibition, % at 12.5 µM; IC50 in µM for titrated hits; hit rate 0.3% among 340,000; in the data active means a potency from the dose series; inconclusive means inhibition above about 27% without an active follow-up result; further: strong numbers were not always called active
Salmonella PhoP GFP = PhoP regulon inhibitors, Salmonella typhi PhoP promoter GFP reporter, confirmatory (AID 1850) | Salmonella Typhi PhoP-promoter GFP reporter, fluorescence, 4 h; higher % means a stronger effect | inhibition, % at 50 µM; hits with a dose series show IC50 in µM | hit rate 0.33% among 310,000; in the data active means a potency from the dose series; inconclusive means inhibition mostly from about 25% at the one dose, without a potency; inactive means the rest, 99 in 100 with inhibition below about 19%;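 further: 0% = induced wells with vehicle and 100% = uninduced wells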
VEEV TC-83 Vero = inhibitors of VEEV TC-83 cytopathic effect, confirmation, Vero cells (AID 588727). Vero cells, VEEV TC-83 cytopathic effect inhibition; higher % means a stronger effect. hit rate 0.13% among 350,000. inhibition, % at 20 µM; hits with a dose series show IC50 in µM; in the data active means a potency from the dose series; inconclusive means inhibition mostly from about 14% at the one dose, without a potency; inactive means the rest, 99 in 100 with inhibition below about 12%; further: strong numbers were not always called active
M. tuberculosis HTS = M. tuberculosis growth inhibition, HTS (AID 449762); M. tuberculosis H37Rv growth inhibition, 7H9 media; higher % means a stronger effect; inhibition, % at 25 µM; hits with a dose series show IC50 in µM; hit rate 0.59% among 330,000; in the data active means a potency from the dose series; inconclusive means inhibition above about 70% without an active follow-up result;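 further: bacterial growth assessed after seven days of incubation; strong numbers were not always called active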
M. tuberculosis = growth inhibition of non-replicating M. tuberculosis (AID 488890); Mycobacterium tuberculosis non-replicating, growth inhibition; higher % means a stronger effect; inhibition, % at 25 µM, or IC50 in µM where a hit was titrated; hit rate 0.39% among 320,000; in the data active means a potency from the dose series; inconclusive means inhibition mostly from about 82% at the one dose, without a potency; inactive means the rest, 99 in 100 with inhibition below about 76%;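 further: plate controls were DMSO cells for no effect and high antibiotic wells for full effect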
Starred values were filed as active, the others as inactive; i = inactive; ? = inconclusive; / = no result given; & = joins results of further samples.

#	mol	H1N1 NS1A inhibition	Salmonella PhoP GFP	VEEV TC-83 Vero	M. tuberculosis HTS	M. tuberculosis
1	Cc1ccc(S(=O)(=O)N2CCC(C)CC2)cc1C(=O)NCCN1CCOCC1	-13%	-10%	1.0%	-24%	-8%
2	Cc1cccc(NC(=O)CCc2ccc(S(=O)(=O)NC3CCCCC3)cc2)c1	-20%	-1%	i	1%	-3%
3	CN(Cc1ccc(OC(F)F)cc1)C(=O)c1ccc2nccnc2c1	2%	-4%	2.6%	-2%	-7%
4	CCOc1ccc(NC(=O)c2ccc(OCC3CCCO3)cc2)cc1S(=O)(=O)N(CC)CC (stereo unspecified)	6%	/	3.2%	-8%	10%
5	COc1nc(OC/C(N)=N/O)nc(N2CCOCC2)n1	17%	1%	1.3%	0%	0%
6	COc1cc(/C=C/C(=O)O)ccc1OS(=O)(=O)c1ccc(C)cc1	-6%	2%	1.5%	-3%	9%
7	COc1ccc(OC)c(N=C2C(=O)Nc3ccccc32)c1	24%	5%	0.3%	?	75%
8	COC(=O)c1ccc(OC(=O)c2cccs2)cc1	0%	0%	i	19%	?
9	COCC(C)n1c(SCC(=O)NC2CCCCC2C)nc2ccccc2c1=O (stereo unspecified)	0%	/	?	1%	6%
10	COC(=O)c1ccc(CN2CCSC2=N)cc1	2%	-23%	i	-7%	-11%
11	NC(=O)C[C@@H]1NC(=O)[C@H](CCC(=O)O)NC(=O)c2cc([N+](=O)[O-])cc(I)c2OCC[C@@H](C(N)=O)NC1=O	-3%	3%	1.1%	-5%	-1%
12	CCOC(=O)C(=CNNc1ccsc1C(=O)OC)C(=O)OCC	-2%	1%	2.9%	4%	40%
13	CN(C)S(=O)(=O)N(CC(=O)N1CCN(c2ccccc2)CC1)c1ccccc1	-2%	-1%	i	-12%	-2%
14	CCCc1nc(SCC(=O)NCc2ccco2)c2c(=O)n(C)c(=O)n(C)c2n1	-6%	2%	0.3%	-3%	-23%
15	COc1ccc(CCNc2c(N)n(Cc3ccccc3)c(=O)[nH]c2=O)cc1OC	-2%	7%	2.4%	-3%	7%
16	O=[N+]([O-])c1ccc(N(CC(O)CN2CCCCC2)S(=O)(=O)c2ccccc2)cc1 (stereo unspecified)	8%	0%	i	-2%	-2%
17	O=C1NC(=O)N(CCc2ccc(F)cc2)C(=O)/C1=C/c1ccco1	0%	-16%	1.6%	-5%	/
18	CCCCCCC(C)n1cc(C(C)=O)c(=O)n(C)c1=O (stereo unspecified)	6%	-9%	0.2%	-5%	-2%
19	CC(C)(C)C(=O)NC(=S)NNC(=O)c1ccc(Cl)cc1Cl	10%	8%	?	?	?
20	Cc1ccccc1CN1CCN(C2CCC2)CC1CCO (stereo unspecified)	-12%	4%	0.6%	3%	11%
21	COC(=O)c1cnc(N)s1	-6%	/	0.2%	/	/
22	Cc1ccc(NC(=O)CCN2CCCCC2)cc1	-5%	1%	1.1%	-1%	-11%
23	CN1CCN(C(=O)c2cccc(S(=O)(=O)N3CCCCC3)c2)CC1	-14%	10%	i	-2%	4%
24	CCOC(=O)C1CCCN(Cc2cccc(Cl)c2)C1 (stereo unspecified)	2%	-6%	2.3%	-9%	12%
25	CC(C)(C)NC(=O)NC(=O)COC(=O)c1c(F)cccc1Cl	2%	-3%	3.2%	-9%	17%
26	CS(=O)(=O)N(CC(=O)N1CCN(c2ccccc2F)CC1)c1cccc(C(F)(F)F)c1	10%	3%	i	1%	18%
27	CCOc1cc(S(=O)(=O)NCc2ccco2)c(OCC)cc1-n1cnnn1	-6%	20%	i	-4%	-15%
28	Cn1c(=O)c(C(=O)NCc2ccccc2Cl)c(O)c2ccccc21	-1%	2%	0.1%	6%	-15%
29	O=C(CN1CCN(c2nc(-c3ccccc3)cs2)CC1)Nc1ccc2c(c1)OCO2	21%	-2%	i	-8%	4%
30	O=Cc1cccn1-c1cccnc1	-9%	0%	i	1%	-4%
31	O=C(/C=C/c1cccc([N+](=O)[O-])c1)OCC1CCCO1 (stereo unspecified)	-21%	12%	1.6%	6%	31%
32	CC(C#N)(Cc1ccccc1)Nc1ccccc1 (stereo unspecified)	-3%	-5%	1.6%	-2%	-11%
33	Cc1cccc(NC(=S)N=Nc2c(O)n(CN3CCOCC3)c3ccccc23)c1C	10%	-5%	i	13%	79%
34	CCOP(=O)(OCC)C(NS(=O)(=O)c1ccccc1)C(Cl)(Cl)Cl (stereo unspecified)	0%	-4%	1.6%	-7%	-11%
35	O=C(COc1cccnc1[N+](=O)[O-])NCc1ccc(F)cc1	-28%	-4%	0.8%	-2%	-4%
36	CCCCOC(=O)c1nnc(-c2ccccc2)o1	-21%	6%	0.8%	-2%	-3%
37	COc1ccc(-n2c(=S)[nH]c3c(sc(=S)n3-c3ccccc3)c2=O)c(OC)c1	0%	11%	0.9%	0%	?
38	CCOC(=O)C1=C(C)N(CCCC(=O)O)C(=O)NC1c1ccccc1OS(=O)(=O)c1ccc(C)cc1 (stereo unspecified)	-3%	0%	0.1%	6%	-4%
39	CCC(C(=O)Nc1nc(C)c(C)s1)c1ccccc1 (stereo unspecified)	18%	11%	2.5%	7%	15%
40	COc1cc(C(c2c(C)[nH][nH]c2=O)c2c(C)[nH][nH]c2=O)cc(Cl)c1O	-1%	-2%	0.4%	3%	-5%
41	COc1ccc(C(=O)OCC(=O)Nc2ccc3[nH]c(=O)[nH]c3c2)c(OC)c1OC	-3%	3%	i	-5%	-5%
42	C/C(=N\NC(=O)c1ccc(-c2ccccc2)cc1)c1cccc(N)c1	-2%	-8%	1.6%	29%	10%
43	Cc1cccc(OCCC(=O)NNC(=O)Cn2nc(C)cc2C)c1	-12%	/	3.7%	-6%	-15%
44	O=C(Cc1ccc(F)cc1)Nc1ccc(S(=O)(=O)N2CCCCC2)cc1	3%	2%	1.4%	11%	4%
45	O=C(N/N=C/c1ccccc1)c1ccc2c(c1)OCO2	-19%	13%	0.1%	4%	52%
46	CC(C)(C(=O)O)c1ccc([C@H](O)CCCN2CCC(C(O)(c3ccccc3)c3ccccc3)CC2)cc1	-8%	9%	1.0%	7%	-2%
47	CC(C)C(=O)N1CCN(CCN=CC2=C(O)CC(c3ccco3)CC2=O)CC1 (stereo unspecified)	9%&2%	-12%	1.0%	9%	10%
48	CN(Cc1nc(-c2cnccn2)no1)Cc1cccc2ccccc12	10%	15%	3.9%	-8%	-3%
49	Cc1ccc(NC(=O)COC(=O)c2csc3c2CCC(C)C3)cc1S(=O)(=O)N1CCCCC1 (stereo unspecified)	-3%	-3%	3.1%	15%	-19%
50	COc1cc(S(=O)(=O)NCc2ccncc2)c(OC)cc1C	4%	12%	1.5%	-1%	2%

Later entries
#	mol	H1N1 NS1A inhibition	Salmonella PhoP GFP	VEEV TC-83 Vero	M. tuberculosis HTS	M. tuberculosis
51	O=C(O)c1cccc(N2CCCC2=O)c1	-1%	-3%	2.8%	4%	-1%
52	C=CCn1c(SCC(=O)Nc2nnc(C)s2)nnc1C1CC1	12%	-5%	1.1%	-4%	2%
53	CCc1ccc(C(=O)CN2C(=O)NC3(CCc4ccccc43)C2=O)cc1 (stereo unspecified)	-6%	/	5.6%	-2%	33%
54	COc1cc(CN(C(C)=O)c2ccccc2C(=O)O)ccc1[N+](=O)[O-]	6%	/	i	/	/
55	COc1cc2c(cc1OC)/C(=C/C(=O)c1ccccc1)NCC2	12%	9%	1.0%	0%	14%
56	CN(C)NC1=CC(=[N+]2CCCC2)CC(C)(C)C1	-8%	1%	0.6%	2%	-1%
57	CC1CN(C(=O)CN2C(=O)c3ccccc3C2=O)CC(C)O1 (stereo unspecified)	-6%	-1%	0.2%	1%	3%
58	COc1cccc(CNc2nc3nc(C)c(Cl)c(C)n3n2)c1	1%	8%	2.0%	2%	7%
59	Cc1ccc(NS(=O)(=O)c2ccccc2)c([N+](=O)[O-])c1	2%	/	0.1%	/	/
60	CC(C)CNC(=O)[C@H]1N2C(=O)c3ccccc3C2SC1(C)C (stereo partly specified)	6%	-2%	0.3%	-7%	1%
61	C=CCNC(=S)NNc1nc(Nc2ccccc2)nc(N2CCCCC2)n1	12%	10%	4.0%	?	-1%
62	O=C(N/C(=C/c1cccc([N+](=O)[O-])c1)C(=O)N1CCOCC1)c1ccc(Br)cc1	8%	7%	1.5%	8%	13%
63	COc1ccccc1NC(=O)Cn1c(CCC(=O)O)ccc1-c1ccc(C)cc1	7%	-25%	1.6%	-4%	-18%
64	Cc1ccc(/C=C(\C#N)C(=O)NCc2ccco2)o1	-11%	0%	i	4%	18%
65	Cc1ccc(-n2c(=O)c(C#N)cc3c(=O)n4ccccc4nc32)cc1	-3%	-7%	1.1%	-5%	-14%
66	Oc1ccc(-c2onc(C(F)(F)F)c2-c2cscn2)c(O)c1	0%	-22%	4.8%	5%	3%
67	CCc1ccc(NS(=O)(=O)c2cccs2)cc1	0%	-6%	i	-14%	8%
68	COc1ccc(-c2cc(C(F)F)n3ncc(C(=O)N4CCCc5ccccc54)c3n2)cc1	2%	1%	0.8%	-2%	-7%
69	Cc1cc(C)c(C)c(S(=O)(=O)N2CCC(C(=O)N(C)Cc3nc4ccccc4c(=O)[nH]3)CC2)c1C	8%	/	6.2%	/	/
70	Cc1cc(=O)[nH]c(SCC(=O)C23CC4CC(CC(C4)C2)C3)c1C#N	-23%	11%	i	-8%	69%
71	O=C(NCc1cccnc1)c1cnc2n(c1=O)CCS2	7%	-7%	1.9%	-11%	3%
72	CCOc1ccc(NC(=O)c2cccc(OC(=S)N3CCC(C)CC3)c2)cc1	5%	-4%	4.6%	-1%	14%
73	CC(NC(=O)CN1CCN(c2ncccn2)CC1)c1ccc(F)cc1 (stereo unspecified)	-18%	10%	0.8%	1%	2%
74	O=C(NS(=O)(=O)Nc1ccc(Br)cn1)c1c[nH]c2ccccc12	-1%	2%	0.7%	2%	13%
75	CCCNC(=S)Nc1ccc(F)cc1F	/	-8%	0.5%	-5%	13%

Part of the list above, with values under each structure:
Results follow in this order: H1N1 NS1A inhibition, Salmonella PhoP GFP, VEEV TC-83 Vero, M. tuberculosis HTS, M. tuberculosis
1	Cc1ccc(S(=O)(=O)N2CCC(C)CC2)cc1C(=O)NCCN1CCOCC1
→ -13%, -10%, 1.0%, -24%, -8%
2	Cc1cccc(NC(=O)CCc2ccc(S(=O)(=O)NC3CCCCC3)cc2)c1
→ -20%, -1%, i, 1%, -3%
3	CN(Cc1ccc(OC(F)F)cc1)C(=O)c1ccc2nccnc2c1
→ 2%, -4%, 2.6%, -2%, -7%
4	CCOc1ccc(NC(=O)c2ccc(OCC3CCCO3)cc2)cc1S(=O)(=O)N(CC)CC (stereo unspecified)
→ 6%, /, 3.2%, -8%, 10%
5	COc1nc(OC/C(N)=N/O)nc(N2CCOCC2)n1
→ 17%, 1%, 1.3%, 0%, 0%
6	COc1cc(/C=C/C(=O)O)ccc1OS(=O)(=O)c1ccc(C)cc1
→ -6%, 2%, 1.5%, -3%, 9%
7	COc1ccc(OC)c(N=C2C(=O)Nc3ccccc32)c1
→ 24%, 5%, 0.3%, ?, 75%
8	COC(=O)c1ccc(OC(=O)c2cccs2)cc1
→ 0%, 0%, i, 19%, ?
9	COCC(C)n1c(SCC(=O)NC2CCCCC2C)nc2ccccc2c1=O (stereo unspecified)
→ 0%, /, ?, 1%, 6%
10	COC(=O)c1ccc(CN2CCSC2=N)cc1
→ 2%, -23%, i, -7%, -11%
11	NC(=O)C[C@@H]1NC(=O)[C@H](CCC(=O)O)NC(=O)c2cc([N+](=O)[O-])cc(I)c2OCC[C@@H](C(N)=O)NC1=O
→ -3%, 3%, 1.1%, -5%, -1%
12	CCOC(=O)C(=CNNc1ccsc1C(=O)OC)C(=O)OCC
→ -2%, 1%, 2.9%, 4%, 40%

Remaining list, next part
#	mol	H1N1 NS1A inhibition	Salmonella PhoP GFP	VEEV TC-83 Vero	M. tuberculosis HTS	M. tuberculosis
76	Cn1cccc1C(=O)NCCc1ccccc1	-10%	11%	i	-6%	6%
77	O=C(c1cccc(F)c1)N1CCCN(C(=O)c2cccc(F)c2)CC1	-6%	-5%	0.6%	5%	-5%
78	Cc1cc(-c2cc(C(=O)NCc3ccccc3)on2)nc(S(C)(=O)=O)n1	-8%	-6%	0.6%	13%	40%
79	Oc1cc(Cc2ccccc2)cnc1CN1CCOCC1	-9%	-6%	0.3%	-2%	2%
80	Cc1cc2c(o1)CC(C)(C)CC2=O	-18%	0%	0.6%	2%	-4%
81	O=C1NC[C@H](c2ccccc2)OC(=O)[C@@H](Cc2ccc(F)cc2)C/C=C\C[C@H]1CC(=O)N(CCO)Cc1ccccc1	1%	/	3.4%	8%	76%
